Screening data from PubChem BioAssay.
HttQ103 aggreg: mutant huntingtin aggregation inhibition | Potency, µM (highest dose often 46.1 µM), without a hit: at the highest dose activity change, negative = inhibition, hits mostly inhibitors | AID 1688 | actives 1.1% (n = 220,000) | PC12 HttQ103-GFP aggregates, Acumen cytometry, 40 h; further: potency means the concentration at half of the fitted maximal effect; on the % scale 0 is the no-effect control and ±100 the full control effect; nearly all actives have a fitted effect of over 60% in size
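Aggregates are detected as GFP objects 1–25 µm with signal 6 STDEV over background in lysates of induced PC12 cells. These carry Huntingtin exon 1 with 103 glutamines fused to GFP under an ecdysone promoter; compounds titrated.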
Lamin A splicing: LMNA splicing modulation; AID 1487; actives 0.01% (n = 200,000); HeLa LMNA splicing GFP/RFP minigene ratio, 48 h; Potency, µM (highest dose often 46.1 µM), without a hit: at the top dose ratio change, negative = inhibition, actives largely listed as inhibitors; active means well fitted inhibition curve with a large enough effect in the signal ratio, with a control signal flat, not every such curve was filed as active; inconclusive means small, poorly fitted or top-dose-only effect, or effect the other way, or a change in a side signal; the % refers to the signal ratio; further: potency means the concentration at half of the fitted maximal effect; on the % scale 0 is the no-effect control and ±100 the full control effect
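S3 HeLa cells stably expressing lamin A-EGFP splicing minigene plus DsRed2, 600 cells/well, 48 h compound exposure at 37C. Laser-scanning cytometry; analysed as GFP (500-530 nm)/RFP (575-640 nm) total intensity ratio; 0.5% DMSO vehicle.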
NPSR antag: antagonists of human neuropeptide S receptor cAMP signaling; AID 1461; CHO-NPSR cells, cAMP TR-FRET, antagonist mode; Potency, µM (titrated, usually from 38.3 µM), for the others: at the top dose activity change, negative = inhibition, hits mostly inhibitors; Q6W5P4; actives 1% (n = 220,000); further: potency means the concentration at half of the fitted maximal effect; on the % scale 0 is the no-effect control and ±100 the full control effect; nearly all actives have a fitted effect of over 50% in size; many of its hits are not listed in these tables
Target sequence (Q6W5P4 whole entry, looked up): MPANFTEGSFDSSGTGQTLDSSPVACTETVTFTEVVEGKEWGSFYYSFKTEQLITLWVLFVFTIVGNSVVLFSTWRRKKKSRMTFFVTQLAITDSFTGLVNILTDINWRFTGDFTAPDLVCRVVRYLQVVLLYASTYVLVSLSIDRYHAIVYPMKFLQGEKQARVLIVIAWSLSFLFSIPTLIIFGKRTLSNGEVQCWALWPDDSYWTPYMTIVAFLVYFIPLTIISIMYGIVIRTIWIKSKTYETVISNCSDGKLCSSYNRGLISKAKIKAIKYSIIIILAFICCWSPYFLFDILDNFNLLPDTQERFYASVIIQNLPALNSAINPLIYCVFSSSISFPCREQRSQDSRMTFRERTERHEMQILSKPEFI
IMPase Li cell: membrane-permeable IMPase blocker, potentiated with lithium; CHO-M1 cells, IP1 TR-FRET (IP-One), carbachol + lithium; Potency, µM (top dose mostly 59.4 µM), for inactives: at the highest dose activity, negative = IMPase inhibition, hits mostly inhibitors; actives 0.35% (n = 210,000); AID 1457;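 further: IP1 builds up when IMPase is blocked and the TR-FRET signal falls; potency means the concentration at half of the fitted maximal effect; plate controls were basal vehicle for no effect and high inhibitor control for full effect; nearly all actives have a fitted effect of over 50% in size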
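Steps: plate 2000 CHO-M1 cells per well and culture 16–30 h; add compound and lithium; incubate 30 min, 37C; add d2-IP1 tracer and Eu cryptate anti-IP1 antibody in lysis buffer; read after 10 min at room temperature.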
KinaseGlo FLuc: counter-screen: inhibitors of Kinase-Glo firefly luciferase; Potency, µM (doses to about 38.3 µM), without a hit: at the top dose activity change, negative = inhibition, hits mostly inhibitors; actives 0.28% (n = 200,000); Kinase-Glo luciferase, ATP luminescence, 8 min; further: potency means the concentration at half of the fitted maximal effect; on the % scale 0 is the no-effect control and ±100 the full control effect; nearly all actives have a fitted effect of over 60% in size
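Recombinant Kinase-Glo luciferase, 10 uM ATP (linear range), luciferin; imidazole pH 7.2 / KCl / MgCl2 / Tween / BSA buffer; 8 min RT; luminescence.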
Epigenetic derep: regulators of epigenetic silencing causing reporter derepression in mouse cells; murine LDR cells, GFP reporter derepression, 30 h; Potency, µM (highest dose often 53.9 µM), for the others: at the highest dose GFP activation, hits mostly activators; actives 0.2% (n = 280,000); AID 1865; further: potency means the concentration at half of the fitted maximal effect; % of control where 0% means no effect; nearly all actives have a fitted effect of over 60% in size
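Murine LDR cells carrying a silenced, genomically integrated CMV-driven GFP reporter were exposed to compound for 30 hours at 37 C. After PBS washes, GFP-positive cells (20–120 um objects) were counted by laser-scanning microplate cytometry.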
CBFb-RUNX1 inh: blocks binding between human CBF-beta and RUNX1 | Q01196+Q13951 | AlphaScreen CBFb-His/RUNX1-biotin binding, biochemical | Potency, µM (titrated, usually from 59.8 µM), without a hit: at the highest dose activity, negative = inhibition, usual class: inhibitors | 230,000 tested, under 10 active; further: % of control where 0% means no effect
Target sequence (Q01196 whole entry, looked up): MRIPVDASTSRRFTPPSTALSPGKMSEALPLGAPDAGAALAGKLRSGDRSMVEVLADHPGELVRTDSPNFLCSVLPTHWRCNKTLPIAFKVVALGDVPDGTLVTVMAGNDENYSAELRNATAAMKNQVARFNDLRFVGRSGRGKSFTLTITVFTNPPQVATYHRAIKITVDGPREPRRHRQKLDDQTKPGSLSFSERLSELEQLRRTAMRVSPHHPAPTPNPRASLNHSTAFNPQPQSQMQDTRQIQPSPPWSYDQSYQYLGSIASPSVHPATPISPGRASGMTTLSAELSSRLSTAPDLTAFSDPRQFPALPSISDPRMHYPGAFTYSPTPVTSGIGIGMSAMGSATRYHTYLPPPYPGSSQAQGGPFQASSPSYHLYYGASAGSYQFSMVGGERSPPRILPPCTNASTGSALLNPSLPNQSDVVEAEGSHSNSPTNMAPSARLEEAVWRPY
Target sequence (Q13951 whole entry, looked up): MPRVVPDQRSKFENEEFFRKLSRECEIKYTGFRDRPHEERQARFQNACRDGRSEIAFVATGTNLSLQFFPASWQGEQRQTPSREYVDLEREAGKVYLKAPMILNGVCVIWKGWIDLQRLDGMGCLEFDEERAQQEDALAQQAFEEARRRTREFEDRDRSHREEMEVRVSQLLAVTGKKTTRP
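Room-temperature protein-protein interaction test with 30 nM each of His-tagged CBF-beta and biotinylated RUNX1, 15 min with compound, then 90 min with nickel plus streptavidin beads. Signal read in AlphaScreen mode.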
The depositor's hits bear a star; [ ] = another dose, or the depositor's remark. Unless noted, the call rests on the fitted dose curve; in most records, active means well fitted curve in the direction sought with a large enough effect; inconclusive means small, poorly fitted or top-dose-only effect, or another doubt; inactive means no such curve, though single readings can be large; an effect the other way counts as inactive or inconclusive. Not all compounds are listed; the hit share may differ from the screen's.

Screening Cc1ccc(N2C(=O)CC(n3ccnc3)C2=O)cc1C (stereo not drawn) returned HttQ103 aggreg 18.9%, Lamin A splicing 15.1%, NPSR antag 3.5%[46.1 µM], IMPase Li cell 1.9%[38.3 µM], KinaseGlo FLuc -0.7%, Epigenetic derep -1.2% and CBFb-RUNX1 inh -4.2%.
`CN(C)S(=O)(=O)c1ccc(C(=O)OCc2nnc(-c3ccccc3)o2)cc1` gave HttQ103 aggreg -6.1%[9.22 µM], NPSR antag 7.1%, Epigenetic derep 0.1% and CBFb-RUNX1 inh 8.4%.
For CC(=O)Nc1ccc(-c2nnc(SCC(=O)c3ccc4c(c3)Cc3ccccc3-4)n2C)cc1 the results were HttQ103 aggreg inconclusive, Lamin A splicing inconclusive, NPSR antag -8.5%[46.1 µM], IMPase Li cell -16.5%[38.3 µM], KinaseGlo FLuc -3.3%, Epigenetic derep 0.0% and CBFb-RUNX1 inh 1.0%.
For COc1ccc(/C=C/C(=O)OCC(=O)Nc2ccc(N3CCOCC3)cc2)cc1 the results were HttQ103 aggreg inconclusive, NPSR antag 5.6%, IMPase Li cell -1.1%, KinaseGlo FLuc -0.6%, Epigenetic derep -5.6% and CBFb-RUNX1 inh 6.1%.
Screening CCCC(C)C(=O)Nc1nc(C)c(-c2csc(Nc3ccccc3OC)n2)s1 (stereo not drawn) returned HttQ103 aggreg inconclusive, Lamin A splicing inconclusive, NPSR antag inconclusive, IMPase Li cell 6.9%[38.3 µM], KinaseGlo FLuc -1.8%, Epigenetic derep 0.0% and CBFb-RUNX1 inh -7.8%.
`COC(=O)c1cccc(Cn2c(Cl)c(/C=N/Nc3ccccc3C)sc2=O)c1` gave HttQ103 aggreg inconclusive, Lamin A splicing inconclusive, NPSR antag -41.5%, IMPase Li cell 9.5%, KinaseGlo FLuc -1.3%, Epigenetic derep inconclusive and CBFb-RUNX1 inh inconclusive.
Screening CCO[C@H]1OC(C(=O)N2CCOCC2)=C[C@@H](c2cn(C(C)=O)c3ccccc23)[C@@H]1CCCO returned HttQ103 aggreg 12.8%[9.22 µM], NPSR antag 1.6%, IMPase Li cell 6.6%, Epigenetic derep -3.1% and CBFb-RUNX1 inh 9.7%.
For COCCN(CCOC)C(=O)c1cc2c(=O)n3ccccc3nc2s1 the results were HttQ103 aggreg 6.8%, Lamin A splicing -1.9%, NPSR antag inconclusive, IMPase Li cell inconclusive, KinaseGlo FLuc -3.3%, Epigenetic derep -0.5% and CBFb-RUNX1 inh 6.5%.
For COc1cccc(C(=O)CSc2nnc(-c3cc(OC)c(OC)c(OC)c3)o2)c1 the results were HttQ103 aggreg 25.9%, Lamin A splicing -10.5%, NPSR antag -19.5%[46.1 µM], IMPase Li cell 3.3%[38.3 µM], KinaseGlo FLuc -1.4%, Epigenetic derep -1.3% and CBFb-RUNX1 inh 4.3%.
COc1cccc(CNC(=O)C23CN(Cc4ccccc4)CC2C(c2ccc([N+](=O)[O-])cc2)=NO3)c1 (stereo not drawn) was read as HttQ103 aggreg 3.2%, Lamin A splicing 7.5%, NPSR antag -24.8%[46.1 µM], IMPase Li cell 6.9%[38.3 µM], KinaseGlo FLuc -0.4%, Epigenetic derep 0.0% and CBFb-RUNX1 inh -25.1%.
For O=C(CSc1ccc2ccccc2c1)Nc1ccc(S(=O)(=O)Nc2nccs2)cc1 the results were HttQ103 aggreg 11.8%, Lamin A splicing 5.0%, NPSR antag -3.2%, IMPase Li cell -0.6%, KinaseGlo FLuc -1.9%, Epigenetic derep 0.0% and CBFb-RUNX1 inh -15.8%.
Cc1ccc(-n2c(SCC(=O)OC(C)C)nnc2-c2ccco2)cc1 was read as HttQ103 aggreg 12.7%, Lamin A splicing -6.3%, NPSR antag -21.5%[46.1 µM], IMPase Li cell -0.8%[38.3 µM], KinaseGlo FLuc -3.9%, Epigenetic derep 2.6% and CBFb-RUNX1 inh -2.9%.
`COCCn1c(SCC(=O)Nc2cccc(S(N)(=O)=O)c2)nc2ccccc21` gave HttQ103 aggreg 1.5%, Lamin A splicing -6.9%, NPSR antag -3.0%[46.1 µM], IMPase Li cell 2.0%[38.3 µM], KinaseGlo FLuc -1.8%, Epigenetic derep -3.1% and CBFb-RUNX1 inh -1.7%.
C/C(CC(=O)C(F)(F)F)=N\NC(=O)/C(C#N)=C/N(C)C was read as HttQ103 aggreg 2.1%, NPSR antag 19.9%, IMPase Li cell 7.3%, KinaseGlo FLuc 0.9%, Epigenetic derep 5.7% and CBFb-RUNX1 inh -7.2%.
For COc1ccc(N2CCC(CNC(=O)Nc3ccc(Cl)cc3)C2)cc1 (stereo not drawn) the results were HttQ103 aggreg inconclusive, Lamin A splicing inconclusive, NPSR antag -31.1%, IMPase Li cell -9.2%, KinaseGlo FLuc 5.2%, Epigenetic derep -4.5% and CBFb-RUNX1 inh -21.4%.
Screening NS(=O)(=O)c1ccc(CNC(=O)c2ccc(Br)o2)cc1 returned HttQ103 aggreg -19.2%, Lamin A splicing 7.3%, NPSR antag -3.5%[46.1 µM], IMPase Li cell 15.4%[38.3 µM], KinaseGlo FLuc 1.1%, Epigenetic derep -1.1% and CBFb-RUNX1 inh 5.6%.
For COc1ccc(NC(=O)C2CCCN2S(=O)(=O)c2ccc3c(c2)CCC(=O)N3)cc1 (stereo not drawn) the results were HttQ103 aggreg 5.7%, Lamin A splicing 1.0%, NPSR antag -12.8%[46.1 µM], IMPase Li cell -16.3%[38.3 µM], KinaseGlo FLuc 3.3%, Epigenetic derep 0.0% and CBFb-RUNX1 inh -2.0%.
For COc1cc(Cl)ccc1NC(=S)N(CCCN1CCOCC1)Cc1cn(C)c2ccccc12 the results were HttQ103 aggreg inconclusive, Lamin A splicing inconclusive, NPSR antag -24.1%, IMPase Li cell 6.1%, KinaseGlo FLuc -5.0%, Epigenetic derep -1.0% and CBFb-RUNX1 inh -15.4%.
O=C(CN1CCN(c2ccccc2F)CC1)c1ccc2cc[nH]c2c1 was read as HttQ103 aggreg 7.2%, Lamin A splicing -1.5%, NPSR antag -9.3%[46.1 µM], IMPase Li cell 3.4%[38.3 µM], KinaseGlo FLuc 0.3%, Epigenetic derep 2.7% and CBFb-RUNX1 inh -6.7%.
For Cn1cc(CN2CCC(C(O)CCc3ccccc3)CC2)c(-c2ccccc2F)n1 (stereo not drawn) the results were HttQ103 aggreg -6.4%[9.22 µM], NPSR antag -5.3%, IMPase Li cell 5.2%, Epigenetic derep -0.2% and CBFb-RUNX1 inh 9.8%.
`COc1ccc(-n2nccc2-c2nn(-c3cccc(OC)c3)c(=O)n(C)c2=O)cc1` gave HttQ103 aggreg -30.4%, Lamin A splicing 5.6%, NPSR antag inconclusive, IMPase Li cell 35.2%[activator][38.3 µM], KinaseGlo FLuc 0.2%, Epigenetic derep -2.4% and CBFb-RUNX1 inh 4.0%.
For CCOC(=O)N1CCN(c2c(NCc3ccc(N(C)C)cc3)c(=O)c2=O)CC1 the results were HttQ103 aggreg 1.7%, Lamin A splicing 4.9%, NPSR antag -11.8%[46.1 µM], IMPase Li cell -0.2%[38.3 µM], KinaseGlo FLuc -0.5%, Epigenetic derep -0.7% and CBFb-RUNX1 inh 3.5%.
Screening Cc1ccc(C(=O)N/N=C\c2cccn2C)cn1 returned HttQ103 aggreg 5.8%, Lamin A splicing 1.9%, NPSR antag -19.0%[46.1 µM], IMPase Li cell -3.5%[38.3 µM], KinaseGlo FLuc -18.0%, Epigenetic derep 0.0% and CBFb-RUNX1 inh -3.9%.
C=CCn1c2ccccc2c2nnc(SCC(=O)NC(C(=O)OC)C(C)C)nc21 (stereo not drawn) was read as HttQ103 aggreg 3.2%, Lamin A splicing 11.9%, NPSR antag -12.1%[46.1 µM], IMPase Li cell 21.7%[38.3 µM], KinaseGlo FLuc -1.6%, Epigenetic derep 2.2% and CBFb-RUNX1 inh 9.4%.
Screening O=C(Nc1ncccc1Cl)C1COc2ccccc2O1 (stereo not drawn) returned HttQ103 aggreg 13.2%, Lamin A splicing 5.7%, NPSR antag -16.7%[46.1 µM], IMPase Li cell 52.2%[activator][38.3 µM], KinaseGlo FLuc -5.0%, Epigenetic derep -9.2% and CBFb-RUNX1 inh 0.7%.
Screening Cc1ccc(-n2c(SCC(=O)Nc3cccc(S(=O)(=O)NC4=NCCCCC4)c3)nc3ccccc3c2=O)cc1C returned HttQ103 aggreg -1.6%, Lamin A splicing -10.3%, NPSR antag -8.9%, IMPase Li cell -0.4%, KinaseGlo FLuc 1.5%, Epigenetic derep 0.0% and CBFb-RUNX1 inh -12.7%.
Screening O=C(Nc1ccc(Cl)cc1)Nc1ccccc1NS(=O)(=O)c1cccs1 returned HttQ103 aggreg -5.3%, Lamin A splicing inconclusive, NPSR antag -15.8%, IMPase Li cell -1.0%, KinaseGlo FLuc 1.0%, Epigenetic derep 9.1% and CBFb-RUNX1 inh -8.9%.
For O=C(NC(=S)Nc1ccccc1[N+](=O)[O-])c1ccco1 the results were HttQ103 aggreg 9.8%, NPSR antag -23.2%, IMPase Li cell -3.5%, KinaseGlo FLuc -2.9%, Epigenetic derep 5.0% and CBFb-RUNX1 inh -1.6%.
COc1cc2[nH]c(=O)n(Cc3ccc(C(=O)NCC4CCCO4)cc3)c(=O)c2cc1OC (stereo not drawn) was read as HttQ103 aggreg 7.3%, Lamin A splicing 0.9%, NPSR antag -14.2%[46.1 µM], IMPase Li cell -8.4%[38.3 µM], KinaseGlo FLuc -1.4%, Epigenetic derep 0.0% and CBFb-RUNX1 inh 3.7%.
Screening COc1cc(C2c3cc4c(cc3C(OC3OC5COC(c6cccs6)OC5C(O)C3O)C3COC(=O)C23)OCO4)cc(OC)c1O (stereo not drawn) returned HttQ103 aggreg -9.5%[9.22 µM], NPSR antag -25.9%, Epigenetic derep -0.4% and CBFb-RUNX1 inh 5.2%.
`N=C(N)SCP(=O)(c1ccccc1)c1ccccc1` gave HttQ103 aggreg 7.5%[9.22 µM], NPSR antag 18.8%, Epigenetic derep 9.3% and CBFb-RUNX1 inh 5.4%.
O=C(O)c1cccc(NC2=C(Cl)C(=O)c3ccccc3C2=O)c1 was read as HttQ103 aggreg inconclusive, NPSR antag inconclusive, IMPase Li cell 27.0%, KinaseGlo FLuc -7.5%, Epigenetic derep -4.2% and CBFb-RUNX1 inh -13.0%.
